NFkB transloc pot = enhances IL-1B driven NFkB nuclear translocation; activation, % at 2 µM; AID 819; 94,000 tested, 0.3% active; HUVEC IL-1B NFkB p65 nuclear translocation imaging;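 active = activation above 40%, about the mean plus 3 SD, also judged a hit on visual image review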;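 also: percent activation is computed from the nuclear over cytoplasmic p65 intensity ratio; values of inactives mirror those of a sister screen read the other way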
IL1B NFkB inh = blocks IL-1B driven NFkB nuclear translocation in HUVEC cells; AID 796; HUVEC IL-1B NFkB p65 nuclear translocation imaging; 94,000 tested, 0.43% active; inhibition, % at 2 µM;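 active = inhibition above about 30% together with a positive call from visual inspection of the well image, limit read from the data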;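 also: nuclear over cytoplasmic p65 intensity ratio measured by imaging; 0% = IL-1B stimulated DMSO wells and 100% = unstimulated DMSO wells; values of inactives mirror those of a sister screen read the other way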
PLAP inhibition = inhibition of human placental alkaline phosphatase – biochemical, luminescence, HTS (AID 690). purified PLAP, luminescent substrate; higher % means a stronger effect. one-dose inhibition, % at 20 µM; IC50 in µM for titrated hits. 96,000 tested, 0.08% active; in the data active = a potency from the dose series; inactive = the rest, 99 in 100 with inhibition below about 30%; also: strong numbers were not always called active
Bcl-B displacement = displacers of TR3 peptide from Bcl-B, primary screen, selectivity assay for Bfl-1 inhibitor project, biochemical, fluorescence polarization | FP displacement of FITC-TR3 peptide from Bcl-B; higher % means a stronger effect | displacement, % at 20 µM; hits with a dose series show IC50 in µM | 96,000 tested, 0.11% active;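 active = displacement above 50% at 20 µM plus a fluorescence interference ratio under 1.5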;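 also: plate controls were wells without compound for no effect and wells lacking Bcl-B protein for full effect; a part of the inactive calls stands beside numbers as strong as those of hits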
MRP reversal = reverses drug resistance mediated by MRP | H69AR cells + 2 uM doxorubicin, CellTiter-Glo, 72 h | differential viability (reversal), % at 10 µM | 85,000 tested, 0.04% active | AID 602;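 active = viability drop by adding the cancer drug above about 55%, with treated viability meeting a 40% cutoff, limit read from the data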;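 also: viability without doxorubicin minus viability with 2 µM doxorubicin for each compound; larger differential means the compound sensitizes cells more to doxorubicin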
MRP reversal cytotoxicity = also measured in MRP reversal; calls as there; viability, %; H69AR cells, CellTiter-Glo, 72 h; measured here: cytotoxicity without doxorubicin
MRP reversal with doxorubicin = recorded beside MRP reversal, whose call it bears; viability, %; measured here: viability with 2 uM doxorubicin; hits give low values
IL1B NFkB inh cell count 2 µM = also measured in IL1B NFkB inh; calls as there; cell count; measured here: cells passing quality filter;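 raw number of nuclei counted in each imaged well without normalization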
NFkB transloc pot cell count 2 µM = also measured in NFkB transloc pot; calls as there; cell count; measured here: cells passing quality filter
* marks the source's active call; other numbers are inactive results; / = not tested or not shown. A portion of the library; the hit share may differ from the screen's.

SMILES	NFkB transloc pot	NFkB transloc pot cell count 2 µM	IL1B NFkB inh	IL1B NFkB inh cell count 2 µM	PLAP inhibition	Bcl-B displacement	MRP reversal	MRP reversal cytotoxicity	MRP reversal with doxorubicin
COc1ccc(CCN2C(=O)CC(N3CCOCC3)C2=O)cc1 (centres undefined)	19.8	115	-19.8	115	/	/	/	/	/
O=C(NCCCn1ccnc1)Nc1ccc(Cl)cc1	-10.6	102	10.6	102	-3.9%	-1.0%	/	/	/
Clc1ccc(-c2ccc(/C=N/Nc3nncc(-c4ccccc4)n3)o2)cc1	15.3	147	-15.3	147	-26.8%	-3.2%	/	/	/
O=C(CCCCCN1C(=O)CCC1=O)Nc1ccc(Cl)c(C(F)(F)F)c1	-8.0	155	8.0	155	-49.9%	-15.3%	1.9	94.4	92.5
COc1ccc(NC(=O)NCc2ccncc2)cc1	-4.8	169	4.8	169	5.1%	-1.2%	-6.3	94.4	100.8
CN1CCN(CCCNC(=O)c2cc3c(=O)oc4ccccc4c3s2)CC1	/	/	/	/	-10.1%	-5.7%	-3.9	87.3	91.2
COc1ccc(Sc2ccccc2CN(C)C)cc1OC	-0.6	109	0.6	109	-24.7%	-2.7%	/	/	/
CC(C)NC(=O)C(C)n1cccc1C(=O)c1ccccc1 (centres undefined)	7.1	122	-7.1	122	-14.3%	-2.4%	1.4	97.2	95.8
Cc1cccc(OCC(=O)N/N=C\c2cc3c(cc2[N+](=O)[O-])OCO3)c1C	/	/	/	/	17.1%	2.6%	12.5	86.0	73.5
O=C1CCc2cc(S(=O)(=O)N3CCN(c4cccc(Cl)c4)CC3)ccc2N1	-0.8	103	0.8	103	9.7%	3.0%	-1.1	57.6	58.8
CC(Sc1nnc(-c2ccc(C(C)(C)C)cc2)n1C)C(N)=O (centres undefined)	3.1	155	-3.1	155	16.9%	3.9%	-9.0	86.1	95.0
COc1cc(C(=O)N2CCN=C2c2ccccc2)cc(OC)c1OC	1.6	70	-1.6	70	-71.8%	-8.4%	5.0	95.7	90.7
CN(C)c1nc2n(c(=O)n1)C(C#N)CS2 (centres undefined)	10.8	118	-10.8	118	/	/	/	/	/
Cc1ccc2[nH]c(=O)c(C(c3nnnn3C(C)(C)C)N(Cc3ccco3)CC3CCCO3)cc2c1 (centres undefined)	25.7	166	-25.7	166	-13.3%	2.2%	14.0	96.0	82.0
O=C(NC1CCCC1)c1cnn2c(C(F)(F)F)cc(-c3ccc4c(c3)OCO4)nc12	-10.7	173	10.7	173	-3.3%	-102.0%	-5.6	17.1	22.7
O=S(=O)(c1ccc(Nc2ccc(-c3ccc4c(c3)OCCO4)nn2)cc1)N1CCCC1	13.5	203	-13.5	203	-12.1%	3.3%	-25.9	20.6	46.5
CCc1cccc2c(C=C(C#N)C#N)cn(CC(=O)N3CCCCCC3)c12	-1.1	124	1.1	124	14.0%	2.9%	/	/	/
Cc1ccc(S(=O)(=O)/N=C(\CN2CCOCC2)N2CCOCC2)cc1	/	/	/	/	4.1%	4.2%	0.4	96.2	95.8
Cc1cccc2nc(Cn3c(=O)n(CCC(=O)NCc4ccco4)c(=O)c4sccc43)cc(=O)n12	/	/	/	/	11.1%	-14.0%	-7.0	74.0	81.0
Brc1ccccc1OCCCCCN1CCCC1	3.8	133	-3.8	133	-3.3%	-4.6%	/	/	/
COC(=O)c1ccc(N2CCN(C)CC2)c(NC(=O)COc2ccc(OC)cc2)c1	14.0	89	-14.0	89	-59.6%	3.5%	/	/	/
CCCc1nc2ccc(NC(=O)NCCC(=O)OCC)cc2c(=O)n1Cc1cccc(Cl)c1	9.2	147	-9.2	147	-3.4%	2.8%	/	/	/
CC(C)CCNC(=O)CSc1nnc(-c2ccc(S(=O)(=O)N3CCCC3)cc2)n1C	1.4	151	-1.4	151	-48.0%	-4.8%	-0.1	97.6	97.7
CC(NC(=O)COc1ccc(/C=N/NS(=O)(=O)c2ccccc2)cc1)c1ccccc1 (centres undefined)	-2.8	129	2.5	169	8.8%	-11.2%	/	/	/
COc1cc(C2C(C#N)=C(N)Oc3n[nH]c(-c4ccccn4)c32)cc(OC)c1OC (centres undefined)	/	/	/	/	-3.0%	-1.8%	9.5	92.7	83.2
CC(C)(C)c1ccc(OC2=CS(=O)(=O)c3ccccc32)cc1	-1.1	185	1.1	185	-18.9%	-4.9%	15.2	88.0	72.8
Cc1cccc(Cn2c(N(C)CCO)nc3c2c(=O)[nH]c(=O)n3C)c1	8.4	90	-8.4	90	4.2%	-3.8%	8.5	94.8	86.3
CC(C)CC(=O)NCCCN1CCN(CCCNC(=O)CC(C)C)CC1	3.6	134	-3.6	134	/	/	13.5	99.9	86.3
Cc1ccc(/C(N)=N/OC(=O)c2cccc(F)c2)cc1	-8.0	153	8.0	153	2.3%	-11.2%	/	/	/
COC(=O)c1cc(C(C)=O)n2ccccc12	12.6	178	-12.6	178	15.4%	-0.3%	/	/	/
CCNC(=S)N/N=C/c1cc(Br)cc(Br)c1OC	-1.4	128	1.4	128	12.1%	7.5%	/	/	/
CC(C)(C)SCCNC(=O)CN1C(=O)c2ccccc2S1(=O)=O	10.1	73	-10.1	73	-6.8%	-5.1%	13.7	94.3	80.7
CCCN(CCC)c1nc(C)cc(C(C#N)c2nc3ccccc3o2)n1 (centres undefined)	15.6	135	-15.6	135	-15.1%	-13.9%	/	/	/
CCn1ncc(C2=NOC(C(=O)NCC(C)C)C2)c1C (centres undefined)	-8.5	75	1.2	158	17.3%	7.9%	-1.9	98.0	100.0
CC1CC(NC(=O)c2ncn[nH]2)CC(C)(C)C1 (centres undefined)	31.7	126	-31.7	126	-70.1%	5.8%	/	/	/
Cc1cc(=O)n2nc(-c3ccccc3)sc2c1C#N	/	/	/	/	9.5%	-2.6%	-10.4	65.6	76.0
CN(C)S(=O)(=O)c1ccc(/C(O)=C2/C(=O)C(=O)N(Cc3cccnc3)C2c2ccco2)cc1 (centres undefined)	6.1	142	-6.1	142	-4.7%	-6.8%	-7.3	76.2	83.5
Cc1cc(NC(=O)COc2ncnc3sc(C)c(C)c23)no1	-1.3	168	1.3	168	9.2%	-4.3%	-6.3	85.7	92.1
CN1C2C=C3C(C#N)=C(N)C(C#N)(C#N)[C@@H](c4cccc(F)c4)[C@@H]3C1CC2 (some centres undefined)	-13.1	134	13.1	134	-43.9%	-14.6%	1.7	81.5	79.8
O=c1[nH]c(Cn2nnc(-c3ccccc3)n2)nc2scc(-c3ccccc3)c12	-1.5	177	1.5	177	-46.0%	-29.1%	-3.1	97.7	100.8

Random excerpt: 3 entries already listed, in no set order.
SMILES	NFkB transloc pot	NFkB transloc pot cell count 2 µM	IL1B NFkB inh	IL1B NFkB inh cell count 2 µM	PLAP inhibition	Bcl-B displacement	MRP reversal	MRP reversal cytotoxicity	MRP reversal with doxorubicin
O=c1[nH]c(Cn2nnc(-c3ccccc3)n2)nc2scc(-c3ccccc3)c12	-1.5	177	1.5	177	-46.0%	-29.1%	-3.1	97.7	100.8
CN1C2C=C3C(C#N)=C(N)C(C#N)(C#N)[C@@H](c4cccc(F)c4)[C@@H]3C1CC2 (some centres undefined)	-13.1	134	13.1	134	-43.9%	-14.6%	1.7	81.5	79.8
CCn1ncc(C2=NOC(C(=O)NCC(C)C)C2)c1C (centres undefined)	-8.5	75	1.2	158	17.3%	7.9%	-1.9	98.0	100.0

(more compounds)
SMILES	NFkB transloc pot	NFkB transloc pot cell count 2 µM	IL1B NFkB inh	IL1B NFkB inh cell count 2 µM	PLAP inhibition	Bcl-B displacement	MRP reversal	MRP reversal cytotoxicity	MRP reversal with doxorubicin
Cc1cc(C)nc(NS(=O)(=O)c2ccc(NC(=S)NC(=O)C(C)C)cc2)n1	-8.4	43	8.4	43	/	/	26.7	113.7	87.0
CCCCCCNC(=O)Cc1nc2nc(C)cc(C)n2n1	5.6	129	-5.6	129	-5.5%	-12.0%	/	/	/
Cn1c(=O)n(C)c2cc(NS(C)(=O)=O)ccc21	/	/	/	/	6.2%	4.9%	-2.3	94.2	96.4
O=C(c1ccco1)N1CCN(CCCCN2C(=O)c3ccccc3C2=O)CC1	31.0	142	-31.0	142	-24.1%	-1.3%	/	/	/
Cc1ccc(C)c(C(=O)CSc2n[nH]c(C(C)C)n2)c1	14.4	117	-14.4	117	-70.9%	-3.1%	15.5	110.9	95.4
C=CCn1c(SCc2c(C)noc2C)nnc1C1COc2ccccc2O1 (centres undefined)	0.1	113	-0.1	113	21.6%	5.8%	-11.2	93.8	105.0
Cc1cc2nc(C3CCCN(C(=O)NCc4ccccc4)C3)[nH]c2cc1C (centres undefined)	8.0	167	-8.0	167	-18.4%	-7.0%	-0.9	58.3	59.1
COc1ccc(S(=O)(=O)CCC(=O)Nc2c(C)n(C)n(-c3ccccc3)c2=O)cc1	/	/	/	/	-9.4%	-3.6%	21.1	102.5	81.3
CC1CCc2nc(NC(=O)CN3CCN(c4ccccc4)CC3)sc2C1 (centres undefined)	10.9	170	-10.9	170	-7.0%	-5.4%	/	/	/
CCOC(=O)C1CCCN(C/C(O)=C(\C#N)c2nc(-c3ccccc3)cs2)C1 (centres undefined)	3.1	55	-3.1	55	-43.2%	-3.9%	-24.6	65.4	90.0
CC(=O)OCC(=O)Nc1ccc(C(C)=O)cc1	13.7	141	-13.7	141	23.3%	-6.6%	-22.3	38.9	61.1
Cc1ccc[n+](CC(=O)c2cc3ccccc3oc2=O)c1	18.8	87	-18.8	87	-30.4%	-4.7%	/	/	/
COc1cc(-c2nnc(-c3cccnc3)o2)cc(OC)c1OC	-1.9	91	1.9	91	-25.8%	6.3%	-12.7	73.1	85.8
CC(C)CN(C(=O)CSc1nncs1)c1c(N)n(CC(C)C)c(=O)[nH]c1=O	18.6	167	-18.6	167	4.2%	11.7%	-1.3	83.1	84.4
O=C(OCC(=O)N1CCCC1)c1ccco1	7.9	195	-7.9	195	-5.7%	3.9%	-18.3	86.2	104.5
Cc1cc(S(=O)(=O)N(Cc2ccc(F)cc2)CC2CCCO2)ccc1-n1cnnn1 (centres undefined)	-14.0	102	14.0	102	-48.0%	-0.6%	-2.0	79.8	81.9
COc1ccccc1NS(=O)(=O)c1cccc(C(=O)N/N=C(\C)c2ccc(-n3ccnc3)cc2)c1	10.4	173	-10.4	173	-96.6%	6.1%	/	/	/
O=C(N=Nc1c(O)[nH]c2ccc(Br)cc12)c1ccccc1-n1cccc1	24.2	194	-24.2	194	-82.2%	2.2%	/	/	/
CCCSc1cc(N2CCOCC2)nc(-c2ccccc2Cl)n1	-17.0	164	17.0	164	-43.7%	-0.8%	/	/	/
CCC(C)[C@H](NC(=O)NCc1cccs1)C(=O)O (some centres undefined)	8.6	61	-8.6	61	-13.1%	2.0%	-3.0	102.1	105.1
N#CC(c1ccccn1)(c1ncc(C(F)(F)F)cc1Cl)N1CCOCC1 (centres undefined)	-14.5	143	14.5	143	-12.1%	1.0%	/	/	/
O=C(N1CCN=C1SCc1cccnc1)C12CC3CC(CC(C3)C1)C2	-5.9	188	5.9	188	-12.4%	12.8%	-2.6	62.3	64.8
Cc1cccc(C)c1NC(=O)CSCC(=O)c1ccc(O)c(O)c1	10.7	122	-10.7	122	48.0%	5.2%	-16.3	18.3	34.6
O=C(Cc1cccc2ccccc12)N/N=C/c1ccc(Sc2cccc3cccnc23)o1	-15.4	184	15.4	184	-17.4%	-388.8%	2.8	93.7	91.0
O=[N+]([O-])c1ccc(C2CNC(c3ccccc3)O2)cc1 (centres undefined)	-10.5	100	10.5	100	/	/	5.7	96.9	91.2
Cc1nc(=O)c(-c2ccccc2)c(C)n1CC1CCCO1 (centres undefined)	2.6	140	-2.6	140	8.2%	-1.8%	4.2	88.9	84.7
Cc1ccc(C(=O)NCCc2nnc(SCC(=O)Nc3nc(-c4ccccc4)cs3)n2C)cc1	-8.1	94	8.1	94	/	/	-12.6	43.1	55.7
Cc1cnc(NC(=O)COc2ccccc2)s1	-0.1	217	0.1	217	-14.0%	-2.5%	-7.7	79.1	86.7
